Bioassay records as filed in PubChem.
UDG counter: Primary qHTS assay for inhibitors of Activation Induced Cytidine Deaminase (AID): UDG Counterscreen signal. FRET deamination/UDG coupled assay, UDG read, 4 h. Potency, µM (series often up to 115 µM), for inactives: at the highest dose activity change, negative = inhibition, hits mostly inhibitors. hit rate 0.14% among 91,000. AID 1347430, 2020; further: nearly all actives have a fitted effect of over 65% in size
AID inhibitor: Primary qHTS assay for inhibitors of Activation Induced Cytidine Deaminase (AID): AID signal. AID deamination FRET fluorescence, UDG-coupled, 4 h. Single-stranded DNA cytosine deaminase (Homo sapiens), Q9GZX7. hit rate 0.32% among 91,000. Potency, µM (highest dose often 115 µM), for the others: at the highest dose activity change, negative = inhibition, most hits filed as inhibitors; further: nearly all actives have a fitted effect of over 25% in size
Target sequence (Q9GZX7 whole entry, looked up): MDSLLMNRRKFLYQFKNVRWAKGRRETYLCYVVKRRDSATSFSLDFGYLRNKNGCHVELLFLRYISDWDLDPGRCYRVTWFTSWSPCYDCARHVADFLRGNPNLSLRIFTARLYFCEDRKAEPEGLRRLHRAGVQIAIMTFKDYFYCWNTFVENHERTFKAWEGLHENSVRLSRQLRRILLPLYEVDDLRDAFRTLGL
* marks the source's active call; other numbers are inactive results; ? = inconclusive; [ ] = another dose, or the depositor's remark. The call rests on the fitted dose curve; in most records, active means well fitted curve in the direction sought with a large enough effect; inconclusive means small, poorly fitted or top-dose-only effect, or another doubt; inactive means no such curve, though single readings can be large; an effect the other way counts as inactive or inconclusive. On the % scale 0 is the no-effect control and ±100 the full control effect; potency means the concentration at half of the fitted maximal effect. These rows are one share of the data; rates above refer to the full screens.

> CCOc1cccc(NC(=O)CSc2ncc(-c3ccc(Cl)cc3)[nH]2)c1
- UDG counter: -4%
- AID inhibitor: -17%
> Cc1ccc(C2C(=O)N(C3CCC(C)CC3)CC(=O)N2C2CCCC2)cc1 (stereo not given)
- UDG counter: -3%[57.5 µM]
- AID inhibitor: 10%
> CCOc1ccccc1NC(=O)C(NS(=O)(=O)c1ccc2c(c1)CCC(=O)N2)c1ccccc1 (stereo not given)
- UDG counter: 30%[activator]
- AID inhibitor: 11%
> CCC(C)c1ccc(NC(=O)COC(=O)c2nn(C)c(=O)c3ccccc23)cc1 (stereo not given)
- UDG counter: 0%
- AID inhibitor: -2%
> COc1ccc(OC)c(CN2CCCC(C(=O)N3CCCCCC3)C2)c1 (stereo not given)
- UDG counter: 0%
- AID inhibitor: 0%
> COc1ccc(C)cc1NC(=O)CN(C)S(=O)(=O)c1ccc2c(c1)CCCN2C(C)=O
- UDG counter: -15%
- AID inhibitor: 3%
> Cc1ccc(/C=C/c2onc(C)c2S(=O)(=O)N2CCC(C(=O)NCc3ccc(C)o3)CC2)cc1
- UDG counter: -9%
- AID inhibitor: -6%
> Oc1ccc(C2(c3cccc(Cl)c3)CCCC2)cc1
- UDG counter: 8%
- AID inhibitor: 5%
> CN(CC1COc2ccccc2O1)S(=O)(=O)N1CCOCC1 (stereo not given)
- UDG counter: 2%
- AID inhibitor: -3%
> CCSc1ncc(Cl)c(C(=O)Nc2ccc(S(=O)(=O)N3CCCCC3)cc2)n1
- UDG counter: ?
- AID inhibitor: 1%
> CCCCN(CC)C(=O)Cn1c(=O)n(-c2ccc(OCC)cc2)c(=O)c2c3c(sc21)CCC3
- UDG counter: -8%[57.5 µM]
- AID inhibitor: 9%
> CSc1cccc(NC(=O)c2ccc(Cl)cc2I)c1
- UDG counter: -7%
- AID inhibitor: -4%
> CN(C(=O)c1ccc(Cl)cc1)c1nc2ccccc2o1
- UDG counter: -1%
- AID inhibitor: -4%
> Nn1c(SCC(=O)NCCc2ccccc2)nnc1-c1ccco1
- UDG counter: 0%
- AID inhibitor: 2%
> C=CCn1c(N2CCN(Cc3ccccc3)CC2)nc2c1c(=O)n(C)c(=O)n2C
- UDG counter: 7%
- AID inhibitor: -7%
> CCc1cc(CC)n(-c2nc3c(c(=O)n(CC(N)=O)c(=O)n3C)n2CCC(C)C)n1
- UDG counter: 8%
- AID inhibitor: 1%
> Cc1ccc(CCNC(=O)CN2C(=O)CN(C(=O)NCc3ccccc3)c3ccccc32)cc1
- UDG counter: -7%
- AID inhibitor: -4%
> Cc1ccc(NC(=O)C2CCN(S(=O)(=O)c3c(C)noc3C)CC2)cc1
- UDG counter: -8%
- AID inhibitor: 8%
> CC(=O)N1c2ccccc2CC1C(=O)N1CCN(c2ccccc2F)CC1 (stereo not given)
- UDG counter: 0%
- AID inhibitor: -13%
> Cc1cc(C)nc(SCc2nc3ccc(Cl)cn3c2Br)n1
- UDG counter: -6%
- AID inhibitor: ?
> CCc1ccc(C2CC(=O)NC3=C2C(=O)CC(c2ccc(OC)cc2)C3)cc1 (stereo not given)
- UDG counter: -5%
- AID inhibitor: -5%
> CC(C)CCNC(N)=S
- UDG counter: -2%
- AID inhibitor: 3%
> Cc1ccc(CNc2nc(-c3ccco3)nn2S(=O)(=O)c2ccc3ccccc3c2)cc1
- UDG counter: 5%
- AID inhibitor: -8%
> CCCCNC(=O)c1ccc2c(c1)NC(=O)C(CS(=O)(=O)Cc1cccc(C)c1)N2 (stereo not given)
- UDG counter: 10%
- AID inhibitor: 13%
> O=C(NCc1ccc(F)cc1)c1ccc(Nc2nc3ccccc3n3nnnc23)cc1
- UDG counter: 1%
- AID inhibitor: -10%

Part of the list above, with values under each structure.
Each structure is followed by: UDG counter	AID inhibitor
> Oc1ccc(C2(c3cccc(Cl)c3)CCCC2)cc1
→ 8%	5%
> CN(CC1COc2ccccc2O1)S(=O)(=O)N1CCOCC1 (stereo not given)
→ 2%	-3%
> CCSc1ncc(Cl)c(C(=O)Nc2ccc(S(=O)(=O)N3CCCCC3)cc2)n1
→ ?	1%

In a second layout: results already given
| SMILES | UDG counter | AID inhibitor |
| --- | --- | --- |
| Cc1cc(C)nc(SCc2nc3ccc(Cl)cn3c2Br)n1 | -6% | ? |
| CCc1ccc(C2CC(=O)NC3=C2C(=O)CC(c2ccc(OC)cc2)C3)cc1 (stereo not given) | -5% | -5% |
| CC(C)CCNC(N)=S | -2% | 3% |
| Cc1ccc(CNc2nc(-c3ccco3)nn2S(=O)(=O)c2ccc3ccccc3c2)cc1 | 5% | -8% |
| CCCCNC(=O)c1ccc2c(c1)NC(=O)C(CS(=O)(=O)Cc1cccc(C)c1)N2 (stereo not given) | 10% | 13% |
| O=C(NCc1ccc(F)cc1)c1ccc(Nc2nc3ccccc3n3nnnc23)cc1 | 1% | -10% |
